TexasRed fluor – Texas Red fluorescence interference in TRb-SRC2 counter-screen. TRb/SRC2 Texas Red total fluorescence interference. Potency, µM (top dose mostly 106 µM), without a hit: top-dose fluorescence change, negative = quenching. 280,000 compounds, 0.29% hits. AID 1479; active means well fitted curve in either direction with a large enough effect; inconclusive means small, poorly fitted or top-dose-only effect
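Human TRβ ligand-binding domain (0.6 uM) and Texas Red SRC2 peptide (20 nM) in Tris buffer with 1 uM T3 and 5% DMSO were incubated with pinned compound for 5 hr at ambient temperature. Total fluorescence was computed as S + 2P (555/632 nm).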
GLA spleen mod – alpha-galactosidase A (human) modulation | P06280 | human spleen homogenate, 4MU-alpha-Gal fluorescence, 40 min | Potency, µM (series often up to 80 µM), for the others: top-dose activity change, negative = inhibition, most hits filed as inhibitors | 240,000 compounds, 0.008% hits | AID 2107;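 further: 0% = enzyme with vehicle and -100% = no enzyme basal signal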
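Human spleen homogenate (1 ug) was the enzyme source, with 4-methylumbelliferyl-alpha-D-galactopyranoside (1 mM final) in pH 5.0 citrate buffer with 0.01% Tween-20. Compounds were titrated; after 40 min at 37C, NaOH/glycine stop, 4-MU fluorescence read; AC50 from Hill fits.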
TRb SRC2 PPI – TRbeta-SRC2 interaction inhibition; P10828; TRbeta-SRC2 peptide binding, fluorescence polarization; receptor liganded with 1 µM T3; Potency, µM (series often up to 106 µM), inactives show top-dose activity change, negative = inhibition, hits mostly inhibitors; 280,000 compounds, 0.065% hits; AID 1469;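 further: plate controls were bound peptide for no effect and peptide without receptor for full effect; nearly all actives have a fitted effect of over 50% in size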
Target sequence (P10828 whole entry, looked up): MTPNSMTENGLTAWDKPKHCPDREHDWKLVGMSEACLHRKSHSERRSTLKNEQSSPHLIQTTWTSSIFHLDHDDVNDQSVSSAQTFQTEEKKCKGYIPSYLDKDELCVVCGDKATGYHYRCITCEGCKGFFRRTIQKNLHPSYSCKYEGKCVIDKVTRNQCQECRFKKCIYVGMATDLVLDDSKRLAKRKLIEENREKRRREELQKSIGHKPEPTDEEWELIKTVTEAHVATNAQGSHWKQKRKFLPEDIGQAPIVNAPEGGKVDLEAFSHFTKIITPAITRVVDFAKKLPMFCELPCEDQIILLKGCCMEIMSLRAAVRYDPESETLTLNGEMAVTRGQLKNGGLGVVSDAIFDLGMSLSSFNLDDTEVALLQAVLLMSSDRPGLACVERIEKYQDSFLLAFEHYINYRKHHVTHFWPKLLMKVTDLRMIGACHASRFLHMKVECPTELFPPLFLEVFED
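Polarization signal, normalized between peptide-alone and full complex controls, measured compound effects on T3-liganded human TRb LBD (0.6 uM) binding 20 nM Texas Red SRC2 peptide after 5 hr.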
Tau fibril FP – blocks human tau fibril formation measured by polarization; P10636; K18 P301L tau heparin fibrillization, Alexa594 FP, 6 h; Potency, µM (series often up to 57.7 µM), for the others: at the highest dose activity, negative = inhibition, usual class: inhibitors; 280,000 compounds, 0.39% hits; AID 1468; further: nearly all actives have a fitted effect of over 55% in size
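Compound effects on tau fibrillization are measured by Alexa 594 fluorescence polarization (ex 555, em 632 nm). K18 P301L tau is used at 15 uM with 0.24 uM labeled tracer, and 20 uM heparin induces aggregation over 6 hr at 37 C.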
Tau fluor counter – counter-screen for tau fibril formation inhibitors; 280,000 compounds, 0.93% hits; tau K18 P301L Alexa594 fluorescence, heparin fibrillization; Potency, µM (highest dose often 57.7 µM), for the others: top-dose activity change, negative = decrease; further: nearly all actives have a fitted effect of over 55% in size
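Human tau K18 P301L (15 uM unlabeled, 0.24 uM Alexa 594-labeled) in 100 mM sodium acetate pH 7 with 20 uM heparin, 6 hr at 37 C. ThT 30 uM added, 1 hr ambient; Alexa 594 FP and total fluorescence read at 555/632 nm.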
L3MBTL1 inh – blocks human L3MBTL1; Potency, µM (top dose mostly 57.1 µM), without a hit: top-dose activity, negative = inhibition, usual class: inhibitors; AlphaScreen L3MBTL1–H3K9me1 peptide binding; 230,000 compounds, 0.66% hits; further: nearly all actives have a fitted effect of over 60% in size
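Read-out is AlphaScreen signal from streptavidin donor and nickel chelate acceptor beads (10 ug/mL final each) bridging L3MBTL1 (50 nM) and biotinylated K9-monomethylated H3(1-15) peptide (75 nM), after 30 min compound exposure at room temperature.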
Tau ThT inhib – inhibitors of human tau fibril formation, thioflavin T binding; AID 1460; recombinant tau K18 P301L, heparin-induced fibrillization, ThT fluorescence; Potency, µM (top dose mostly 57.4 µM), for inactives: at the highest dose activity, negative = inhibition, hits mostly inhibitors; P10636; 270,000 compounds, 2.1% hits; further: nearly all actives have a fitted effect of over 55% in size
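Using a mix of unlabeled (15 uM) and Alexa 594-labeled (0.24 uM) tau K18 P301L, heparin-triggered fibrillization over 6 hr at 37 C was scored by ThT fluorescence.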
ALDH1A1 block – ALDH1A1 (human) enzyme inhibition | P00352 | Purified ALDH1A1, NADH fluorescence, propionaldehyde substrate | Potency, µM (titrated, usually from 75.3 µM), for the others: at the top dose activity, negative = inhibition, actives largely listed as inhibitors | 220,000 compounds, 7.3% hits | AID 1030; active means well fitted inhibition curve with a large enough effect, not every such curve was filed as active; inconclusive means small, poorly fitted or top-dose-only effect, or another doubt; inactive means no such curve, though single readings can be large or run the other way;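 further: plate controls were no enzyme wells and a reference inhibitor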
Target sequence (P00352 whole entry, looked up): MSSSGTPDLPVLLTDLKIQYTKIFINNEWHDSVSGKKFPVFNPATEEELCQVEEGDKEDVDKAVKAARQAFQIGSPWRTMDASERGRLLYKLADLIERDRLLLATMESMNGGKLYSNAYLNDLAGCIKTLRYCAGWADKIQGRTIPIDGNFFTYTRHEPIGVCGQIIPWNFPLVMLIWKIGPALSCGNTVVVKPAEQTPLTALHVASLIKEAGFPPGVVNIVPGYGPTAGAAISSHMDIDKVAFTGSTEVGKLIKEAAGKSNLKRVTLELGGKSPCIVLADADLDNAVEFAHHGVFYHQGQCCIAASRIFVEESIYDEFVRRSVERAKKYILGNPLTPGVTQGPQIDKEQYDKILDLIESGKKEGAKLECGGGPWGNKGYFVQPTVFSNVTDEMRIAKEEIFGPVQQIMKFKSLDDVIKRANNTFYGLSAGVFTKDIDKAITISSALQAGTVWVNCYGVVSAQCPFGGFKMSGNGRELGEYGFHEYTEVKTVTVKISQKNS
Numbers without * were called inactive; ? = inconclusive; nt = no result given; & = joins results of further samples; [ ] = another dose, or the depositor's remark. Unless noted, the call rests on the fitted dose curve; in most records, active means well fitted curve in the direction sought with a large enough effect; inconclusive means small, poorly fitted or top-dose-only effect, or another doubt; inactive means no such curve, though single readings can be large; an effect the other way counts as inactive or inconclusive. Unless noted, on the % scale 0 is the no-effect control and ±100 the full control effect; potency means the concentration at half of the fitted maximal effect.

SMILES | TexasRed fluor | GLA spleen mod | TRb SRC2 PPI | Tau fibril FP | Tau fluor counter | L3MBTL1 inh | Tau ThT inhib | ALDH1A1 block
Cn1c(=O)c2c(nc(SCC(=O)Nc3ccc(F)c(F)c3)n2Cc2ccccc2F)n(C)c1=O | -78%[53 µM] | nt | ? | ? | ? | nt | 9% | nt
O=c1c2ccccc2n(Cc2ccccc2F)c(=O)n1Cc1ccccc1F | 1% | 1% | -14% | -7% | -23% | 12% | -10% | ?
CN(C)S(=O)(=O)c1ccc(C(=O)OCC(=O)Nc2cccnc2Cl)cc1 | -2% | -11% | 2% | -9% | -7% | nt | -4% | ?
COCCN1Cc2cccc(C(=O)NC(C)CCc3ccco3)c2C1=O (centres undefined) | 3% | 3% | -3% | -1% | -6% | nt | -12% | ?
CCN1CCN(CCc2nc3cc([N+](=O)[O-])ccc3n2C)CC1 | 0% | 4% | -5% | 2% | 5% | -3% | 2% | nt
CCCc1c(C(=O)NNc2ccccc2OC)cnn1-c1ccccc1 | -4% | 12% | 5% | 7% | -12% | -3% | -17% | 7.9µM*
O=C(O)c1cccc(NC2=C(N3CCOCC3)C(=O)c3ccccc3C2=O)c1 | -2% | 3% | -3% | ? | ? | -14% | 32µM* | nt
COc1cccc(/C=N/NC(=O)c2ccoc2C)c1O | 1% | 6% | -2% | 3% | -12% | -3% | ? | nt
CCN(CC)c1cc(C)c2cc(NC(=O)c3cccc(OC)c3)ccc2n1 | -1% | nt | 9% | 9% | ? | nt | ? | nt
Cc1cc(=O)[nH]c2c(C)c(N)ccc12 | 3% | ? | -4% | -1% | -4% | 0% | -10% | ?
O=C(N/N=C/c1ccc[nH]1)c1sc2ccccc2c1Cl | -2% | -1% | 7% | -4% | 3% | ? | 5% | ?
COc1ccc(-n2cnc3cc(N)ccc32)cc1 | -2% | 0% | 1% | 2% | -15% | -2% | ? | ?
Cc1ccccc1NC(=O)Cn1cnc2c(oc3ccccc32)c1=O | 1% | 2% | -20% | 2% | -4% | nt | 3% | 0%
Cc1ccc(C)c(NC(=O)c2ccc(S(=O)(=O)C(F)F)cc2)c1 | -3% | 12% | 6% | 5% | -8% | 4% | 4% | -8%
O=C(OCc1ccc(F)cc1Cl)c1ccccn1 | 0% | 2% | 10% | 6% | -3% | ? | 9% | ?
C[C@@H]1C=C(C(=O)NCc2nc3ccccc3[nH]2)O[C@H](OCc2ccc(CO)cc2)C1 | 3% | 4% | 11% | -4% | -6% | nt | 1% | nt
O=C(COC(=O)CC1CC2CCC1C2)NC(=O)NC1CCCC1 (centres undefined) | -1% | 7% | -6% | 5% | -10% | 1% | -6% | -4%
O=C(N/N=C/C=C/c1cccc([N+](=O)[O-])c1)c1ccncc1 | -5% | 5% | -2% | 7% | -6% | nt | nt | nt
CSCCC(NS(=O)(=O)c1ccc2c(c1)oc(=O)n2C)C(=O)N1CCN(c2cc(Cl)ccc2C)CC1 (centres undefined) | 2% | nt | -7% | 5% | -16% | nt | -16% | nt
NCCC[C@H](N)CC(=O)N[C@H]1CNC(=O)[C@@H]([C@@H]2C[C@H](O)N=C(N)N2)NC(=O)/C(=C/NC(N)=O)NC(=O)[C@@H](CO)NC(=O)[C@@H](CO)NC1=O | 0%[53 µM] | 4%[29.1 µM] | -4%[53 µM] | nt | nt | nt | nt | 14%[20.9 µM]
CC(O)[C@H]1CNC(=S)N1CCc1cccc(F)c1 (some centres undefined) | 0% | -4% | -1% | -16% | -4% | nt | 1% | nt
CC(CCN(C)C)OC(=O)c1ccc(C(C)c2ccccc2)o1 (centres undefined) | -1% | -8% | 4% | -6% | -8% | -4% | -12% | 40µM*
Cc1cn(C2CCC(CO)O2)c(=O)[nH]c1=O (centres undefined) | -3% | 5% | 5% | -10% | -12% | nt | -5% | 15%
Cn1cccc1/C=N\NC(=O)c1cncc(Br)c1 | -2% | -3% | -4% | -2% | -2% | -11% | ? | nt
Cc1ccc2oc(=O)c3cc(C(=O)Nc4ccccc4C(N)=O)sc3c2c1 | -17% | nt | -3% | -11% | -24% | nt | -11% | nt
COc1ccc(C(=O)C2CCCN(C(=O)c3ccccc3C(C)=O)C2)cc1F (centres undefined) | -3% | 3% | 2% | -4% | -4% | -5% | -5% | ?
CCN(CC)c1ccc(NC(=O)/C=C\c2ccccc2Cl)cc1 | -2% | -10% | 2% | 23% | 8.9µM*[quencher] | -24% | 4µM* | -9%
Cc1cc(NC(=O)Nc2ccccc2[N+](=O)[O-])no1 | -1% | -11% | 2% | 3% | -6% | -7% | -11% | -6%
Cc1ccc(N/C(N)=N/c2nc(CSc3nnc(N)s3)cc(=O)[nH]2)cc1 | 3% | 0% | -6% | -8% | -13% | -2% | -5% | nt
Cc1cccc(NC(=O)CSc2nc(-c3ccccc3Cl)nc3c2Cc2c(CO)cnc(C)c2O3)c1C | -1% | nt | -6% | 0% | -1% | nt | 2% | nt
CC(C)Oc1ccc(CNC(=O)c2ccc3nc(Cc4ccccc4)oc3c2)cc1 | 2% | nt | 6% | -5% | -3% | nt | 7% | nt
CCCCNCCOCCSc1ccc(Cl)cc1 | -3% | -4% | 1% | -5% | -7% | 1% | -5% | -3%
CCN(CC)c1nc2ccccc2[nH]c1=O | -4% | 3% | -3% | 2% | -20% | -2% | -13% | nt
Nc1nn(-c2ccccc2)nc1C(=O)OCc1ccccc1 | 1%&-14% | 14% | 8%&2% | ? | ? | nt | ? | nt
COc1ccc2c(=O)c3c(=O)n(Cc4ccco4)c(-c4ccco4)nc3oc2c1 | -17% | -17% | 3% | -3% | ? | nt | 28µM* | ?
CCOC(=O)Cn1nc(C)c(NC(=O)c2ccc(Cl)c([N+](=O)[O-])c2)c1C | 3% | 5% | 1% | 11% | -19% | 11% | -1% | -4%
COC(=O)CC1Nc2ccccc2SC1=O (centres undefined) | 0% | 0% | -3% | -3% | -7% | nt | -10% | -4%
COc1ccc(NC(=O)c2c(C(F)(F)F)nn(C)c2SCc2ccccc2Cl)cc1 | 0% | 14% | 6% | 6% | -22% | 3% | -13% | ?
CN1CCN(CCNC(=O)c2cnn(-c3cccc(Cl)c3)c2C2CCN(C(=O)OC(C)(C)C)CC2)CC1 | -9% | nt | 5% | -1% | 3% | nt | 3% | nt
CC(=O)Nc1ccc(N2CCc3c(C)c(C#N)c4nc5ccccc5n4c32)cc1 | -1%[53 µM] | 1% | -12%[53 µM] | -8% | -4% | -9% | 6% | ?
CCc1cc[n+](-c2nc3ccccc3nc2[N-]S(=O)(=O)c2ccc(Br)s2)cc1 | -3% | 9% | 2% | 6% | -2% | 0% | 2% | 0.95µM*
COc1ccc(C(=O)Nc2ccc(N3CCN(c4ccc(OC)cc4)CC3)c(C#N)c2)cc1 | -2% | 11% | 5% | 5% | 5% | nt | ? | ?
Cc1ccc(CN/C=C/C(=O)c2ccc(Br)cc2)cc1 | -8% | -7% | 6% | 5% | -16% | 8% | -11% | 16µM*
COc1cccc(-n2c(C)nn(CCOc3ccccc3)c2=O)c1 | -7% | 11% | -8% | -6% | -7% | 0%[11.4 µM] | -9% | 3%
CCOc1cc(C2C(C#N)=C(N)OC(C)=C2C(C)=O)c(Br)c(Br)c1OC(C)C (centres undefined) | -3% | -9% | -6% | 5% | -19% | -10% | ? | ?

An excerpt of these results, with two lines to a compound:
Values run as follows: TexasRed fluor	GLA spleen mod	TRb SRC2 PPI	Tau fibril FP	Tau fluor counter	L3MBTL1 inh	Tau ThT inhib	ALDH1A1 block
COC(=O)CC1Nc2ccccc2SC1=O (centres undefined)
→ 0%	0%	-3%	-3%	-7%	nt	-10%	-4%
COc1ccc(NC(=O)c2c(C(F)(F)F)nn(C)c2SCc2ccccc2Cl)cc1
→ 0%	14%	6%	6%	-22%	3%	-13%	?
CN1CCN(CCNC(=O)c2cnn(-c3cccc(Cl)c3)c2C2CCN(C(=O)OC(C)(C)C)CC2)CC1
→ -9%	nt	5%	-1%	3%	nt	3%	nt
CC(=O)Nc1ccc(N2CCc3c(C)c(C#N)c4nc5ccccc5n4c32)cc1
→ -1%[53 µM]	1%	-12%[53 µM]	-8%	-4%	-9%	6%	?

More structures follow:
SMILES | TexasRed fluor | GLA spleen mod | TRb SRC2 PPI | Tau fibril FP | Tau fluor counter | L3MBTL1 inh | Tau ThT inhib | ALDH1A1 block
CCn1cc(C2=NOC(C(=O)Nc3c(C)nn(Cc4ccc(F)cc4)c3C)C2)c(C)n1 (centres undefined) | -1% | -2% | 4% | 2% | 6% | 4% | 4% | 0%
CCOC(=O)c1c(CN2CCCCC2C)oc2ccc(OC)cc12 (centres undefined) | -5% | 8% | -17% | -7% | -7% | -4% | -12% | ?
CCOC(=O)c1c(C)[nH]c(C(=O)COC(=O)CSCC(=O)N(CC)CC)c1C | -4% | -12% | 0% | -3% | -8% | -4% | -12% | -10%
O=C(N/N=C/c1cc([N+](=O)[O-])ccc1O)Nc1ccccc1 | -3% | 3% | -5% | 3% | -22% | -20% | ? | -12%
Nc1cc(N2CCCCC2)nc(N)[n+]1OS(=O)(=O)[O-] | -1%&-1% | 0%&-9% | -1%&5% | -4%&-4% | -19%&-20% | nt | -17%&-19% | -6%&-5%
Cc1ccc2cc3c(N)c(C(=O)N4CCOCC4)sc3nc2c1 | -2% | -7% | 3% | 4% | -14% | -5% | ? | 5%
Cc1ccc(S(=O)(=O)NC(C(=O)Oc2ccc3c(C)c(Cl)c(=O)oc3c2)c2ccccc2)cc1 (centres undefined) | -3% | ? | 4% | 2% | -7% | 1% | -18% | ?
COc1cc(-c2nc3ccccn3c2Nc2ccccc2C)ccc1O | -4% | nt | -6% | 11% | ? | nt | ? | nt
CCN1CCN(CCOc2cccc(Cl)c2Cl)CC1 | -8% | -3% | -3% | -2% | -14% | 45%[activator] | -7% | 8.9µM*

Source: PubChem (National Center for Advancing Translational Sciences (NCATS))

Rows are unselected; 8.5% or so of the library scored in one or more.
